# hcDAF12 agonist: H. contortus DAF-12 activation, primary screen | hit rate 1.4% among 370,000 | HEK293 hcDAF-12 lit1-tk-luc reporter, luminescence; 0% DMSO, 100% Δ7-dafachronic acid | activation, % at 6.8 µM;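 active = activation above the mean of all tested compounds plus 3 SD, cut at about 5.5% in these data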;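 note: 100% = response to 3 µM Δ7-dafachronic acid high control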
# PLC-gamma1 inh: inhibitors of human phospholipase C gamma1. P19174. purified PLC-gamma1, fluorogenic substrate, fluorescence. inhibition, % at 12.2 µM. hit rate 0.84% among 370,000. AID 720700; in the data active = inhibition above about 9.5%
# DAX1 inh-1: blocks DAX1 repression of SF-1 activated StAR promoter. HEK293T StAR-luciferase reporter, SF-1/DAX-1 repression relief. inhibition, % at 6.8 µM. hit rate 1.1% among 370,000. AID 652010;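 active = inhibition above the mean over all tested compounds plus 3 SD, cut at about 3.6% in these data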;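 note: 0% = DAX-1 cells with DMSO and 100% = cells lacking DAX-1 with DMSO; higher inhibition means more luminescence from relief of DAX-1 repression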
# SMARCA2 activ: increases SMARCA2 function in MMTV reporter cells | MG213 cells, MMTV-luciferase reporter, dexamethasone, overnight | hit rate 1% among 370,000 | activation, % at 9.1 µM; in the data active = activation above about 7.8%;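 note: 0% = vehicle wells and 100% = reference activator wells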
# ssDAF12 agonist: activates DAF-12 receptor from parasite S. stercoralis. activation, % at 6.8 µM. HEK293 ssDAF-12/GRIP1 lit1-tk-luc reporter, luminescence; % of 3 µM dafachronic acid response. hit rate 1% among 370,000;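 active = activation above the mean over all tested compounds plus 3 SD, cut at about 0.9% in these data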;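 note: 0% = DMSO-only wells and 100% = 3 µM delta7-dafachronic acid wells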
# hgDAF-12 ag: hgDAF-12 agonism, primary luciferase screen; HEK293 GAL4-hgDAF12 UAS-luciferase reporter, agonist luminescence; normalized to butyrate control; activation, % at 6.8 µM; hit rate 1.8% among 370,000;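 active = activation above a cutoff set at the mean of all screened compounds plus 3 SD, cut at about 10% in these data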;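 note: 0% = DMSO wells and 100% = sodium butyrate wells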
# DAX1 inh-2: inhibits human nuclear receptor DAX1; hit rate 0.99% among 340,000; P51843; inhibition, % at 6.75 µM; HEK293 Gal4-DAX1 luciferase reporter, luminescence; AID 504766;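 active = inhibition above the mean over all tested compounds plus 3 SD, cut at about 4.2% in these data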;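 note: 0% = DAX1-transfected cells with DMSO and 100% = empty-vector control cells with DMSO; inhibition shows as a rise in luminescence from relieved DAX1 repression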
# Target sequence (P51843 207-470 limits assumed): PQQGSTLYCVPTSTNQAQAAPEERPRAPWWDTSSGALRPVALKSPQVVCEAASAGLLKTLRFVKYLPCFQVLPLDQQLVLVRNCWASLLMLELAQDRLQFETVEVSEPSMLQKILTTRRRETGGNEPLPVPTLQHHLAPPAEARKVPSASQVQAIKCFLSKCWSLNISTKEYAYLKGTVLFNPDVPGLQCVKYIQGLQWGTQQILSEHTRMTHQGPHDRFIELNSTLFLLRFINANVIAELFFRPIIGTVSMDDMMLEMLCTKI
# ADAM17 inh: inhibitors of human ADAM17 | P78536 | recombinant ADAM17, EDANS/DABCYL FRET peptide cleavage | inhibition, % at 6.95 µM | hit rate 0.83% among 370,000 | AID 720648;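 active = inhibition above the mean of compounds lying between control limits plus 3 SD, set per campaign, cut at about 8.5% in these data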;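 note: 0% = DMSO-only wells as the low control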
# Target sequence (P78536 215-824 limits assumed): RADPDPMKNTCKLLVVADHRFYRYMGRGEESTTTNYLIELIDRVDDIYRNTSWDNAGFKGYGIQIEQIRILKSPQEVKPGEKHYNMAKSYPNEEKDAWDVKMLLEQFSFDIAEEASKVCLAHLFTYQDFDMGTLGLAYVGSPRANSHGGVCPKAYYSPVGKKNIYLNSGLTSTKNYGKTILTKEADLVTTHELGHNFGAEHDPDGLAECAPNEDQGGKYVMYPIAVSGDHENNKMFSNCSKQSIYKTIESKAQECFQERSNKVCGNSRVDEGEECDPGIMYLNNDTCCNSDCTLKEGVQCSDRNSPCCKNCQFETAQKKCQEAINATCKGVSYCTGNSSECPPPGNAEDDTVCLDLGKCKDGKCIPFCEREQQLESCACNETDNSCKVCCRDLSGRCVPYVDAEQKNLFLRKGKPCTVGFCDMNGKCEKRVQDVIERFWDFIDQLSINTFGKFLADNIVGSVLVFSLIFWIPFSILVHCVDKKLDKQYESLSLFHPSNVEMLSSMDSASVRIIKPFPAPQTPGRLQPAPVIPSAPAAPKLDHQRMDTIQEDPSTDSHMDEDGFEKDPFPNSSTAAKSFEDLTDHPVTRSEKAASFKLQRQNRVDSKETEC
# MBD2 DNA inh: inhibitors of human MBD2 binding to methylated oligonucleotide. AID 686964. hit rate 0.31% among 370,000. TR-FRET. inhibition, % at 4.4 µM; in the data active = inhibition above about 13%
# PLC-beta3 inh: blocks human PLC-beta3 enzyme activity | Q01970 | Purified PLC-beta3, fluorogenic substrate, fluorescence | inhibition, % at 12.2 µM | hit rate 0.18% among 370,000 | AID 720704; in the data active = inhibition above about 11%;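 note: 0% = median of compound wells on plate and 100% = full blocker control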
# NR1D1 modulator: modulates human Rev-erb alpha binding to DNA; Rev-erbα–FITC-DNA binding, fluorescence polarization, 90 min; activity, % at 10 µM; hit rate 0.79% among 370,000; AID 1259318;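 active = activity above about 14%, limit read from the data; passing the limit was not always enough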;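 note: 0% = DMSO wells with 35 nM protein and 100% = DMSO wells with 750 nM protein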
# The depositor's hits bear a star; nt = not tested or not shown; & = joins results of further samples.
SMILES,hcDAF12 agonist,PLC-gamma1 inh,DAX1 inh-1,SMARCA2 activ,ssDAF12 agonist,hgDAF-12 ag,DAX1 inh-2,ADAM17 inh,MBD2 DNA inh,PLC-beta3 inh,NR1D1 modulator
CNC(=O)Oc1cccc2ccccc12,1.7,-6,0.7,-4,0.1,1.8,0.6,-9,3,-17,0&-1
O=c1[nH]c(=O)n(Cc2ccco2)c(O)c1/C=N/N1CCCCC1,2.3,-6,-0.8,-4,-1.5,-5.5,-0.5,0,-4,-9,-1
COC(=O)C1=C(c2ccc3ccccc3c2)C[C@@H]2CC[C@H]1N2C(=O)NCc1ccc(F)cc1,-1.6,0,-0.5,-2,-1.1,-4.3,0.1,1,2,1,1
COC1C(O)C(C)OC(OC2C(Oc3cccc4c(O)c5c(=O)oc6ccc(C)c7c(=O)oc(c34)c5c67)OC(C)C(O)C2O)C1O (stereo not drawn),1.2,-51,-1.9,2,-0.8,-3.7,-0.2,-13,-2,-66,11
O=c1cccc2n1C[C@H]1C[C@@H]2CN2CCCC[C@@H]12,-1.5,1,0.0,0,-0.7,0.6,0.5,-6,1,-4,-2
CC(=O)N1N=C(c2c(O)n(C)c(=O)n(C)c2=O)CC1c1ccccc1 (stereo not drawn),0.1,3,-0.9,-1,-0.9,1.3,-0.8,-1,1,-5,-9
CCOc1ccc(CN2CCCC(C(=O)c3ccccc3OC)C2)cc1 (stereo not drawn),0.4,-1,-0.2,0,-1.0,-2.0,-0.8,-4,3,-1,1
COP(=O)(OC)C(NC(=O)c1ccc(C)cc1)C(Cl)(Cl)Cl (stereo not drawn),-1.7,0,0.2,0,-0.7,-2.1,-0.5,-6,0,-8,-2
CN(C)C1=NP(N(C)C)(N(C)C)=NC(c2ccccc2)=N1,-2.0,4,0.3,2,-0.8,2.2,-0.4,0,-5,3,2
OC12ONC(c3ccccn3)C1N1CCC2CC1 (stereo not drawn),-0.2,-28,0.0,10.0*,-0.9,-0.5,-0.5,-12,0,-38,3
CCOC(=O)c1c(C)n(Cc2ccccc2)c2ccc(OCC(O)Cn3nc(C)cc3C)cc12 (stereo not drawn),-1.4,2,-0.1,-2,-1.0,-3.4,-1.6,12*,-2,-1,-1
COc1cc2oc(=O)c(CC(=O)N3C[C@H]4C[C@@H](C3)c3cccc(=O)n3C4)c(C)c2cc1Cl,-1.1,-45,1.1,-1,-0.8,6.0,4.8*,-137,1,-58,-5
CC(=O)c1ccc2c(c1)C1C(Cl)C(Sc3ccccc3[N+](=O)[O-])CC1C(c1ccccc1[N+](=O)[O-])N2 (stereo not drawn),-2.8,-39,-2.6,-3,-1.0,-1.9,-2.8,0,-9,-46,14
C=CCC1([C@@H](C)CCC)C(=O)NC(=O)NC1=O,0.3,0,0.5,-5,-0.1,-1.1,1.4,-1,4,0,3
O=P(O)(O)C12CC3CC(CC(C3)C1)C2,-1.1,13*,0.6,1,-1.8,3.5,0.4,3,-2,9,4
CCN(CC)C(=O)c1ccc(NC(=O)c2c(C)noc2C)cc1,-1.0,1,0.7,-1,-1.4,0.2,1.1,0,-7,-1,-2
CCOC(=O)C1(CCc2ccccc2)CCN(Cc2cccc3c2OCO3)CC1,-0.8,1,-0.9,-2,-1.2,-1.3,-0.9,0,0,2,5
C[C@]12CCC3C(CC[C@H]4C[C@@H](O)CC[C@]34C)C1C[C@@H](O)C2=O (stereo partly drawn),-2.4,-2,-0.2,-3,-1.1,2.4,nt,-2,0,2,-4
CCn1cc(C=C2C(=O)NC(=O)NC2=O)c2ccccc21,-0.8,-7,-0.6,3,0.0,-0.1,1.8,-4,1,-15,-2
Cc1cc2c(C(F)(F)F)cc(=O)oc2c2c1NCCC2,-0.4,-256,0.6,-1,-0.1,-0.4,0.0,-15,6,-319,17*
C=CCn1c(O)c(C(CC)=Nc2ccc(NC(C)=O)cc2)c(=O)[nH]c1=O,-0.9,-13,0.4,-4,-0.9,-3.6,0.1,-3,5,-24,4
C=CCn1c(O)c(C(CC)=NC2CC2)c(=O)[nH]c1=O,-1.0,1,-0.7,-1,-0.3,2.7,-0.5,-2,-1,7,3
CC(=O)C1CCC2C3C(N4CC4)CC4=CC(=O)CCC4(C)C3CCC12C (stereo not drawn),-1.1,-7,-2.3,-2,-1.6,-2.0,-0.4,-4,-2,-7,-3
Cc1ccc(-n2c(O)c(C=NCc3ccccn3)c(=O)[nH]c2=S)cc1,-0.4,6,0.4,-5,-0.9,2.8,5.1*,2,-3,-4,1
Cc1ccc(CN2CCC3CCC(C3)C2)c(O)c1 (stereo not drawn),0.6,4,0.0,-1,-0.9,0.0,-0.3,-2,-1,3,-1
O=C1NC(=O)C(CCc2ccncc2)(Cc2ccc([N+](=O)[O-])cc2)C(=O)N1,0.0,-1,-0.1,3,-1.4,-2.7,0.2,-3,1,4,0
OC(CN1CCCCC1)c1c[nH]c2ccccc12 (stereo not drawn),8.0*,2,-0.3,-3,-0.2,-0.1,2.1,-8,2,-7,-2
O=C1C2CC=CCC2C(=O)N1SC(Cl)(Cl)Cl (stereo not drawn),-1.7,4,-2.6,2,-1.8,-3.0,nt,-2,0,8,-6&3
C[C@]1(O)CC[C@H]2[C@@H]3CCC4=CC(=O)CC[C@]4(C)[C@@]3(F)[C@@H](O)C[C@@]21C,-0.4,-1,0.0,-3,-1.1,-0.8,1.4,-1,-2,4,1
Cc1cc(S(=O)(=O)NCc2ccccc2)ccc1OCC(=O)N1CCN(C)CC1,0.1,4,-0.5,-3,-1.6,1.2,-1.1,-1,1,1,3
Cc1ccc(NC(=O)[C@@H](NC(=O)N2C[C@H]3C[C@@H](C2)c2cccc(=O)n2C3)C(C)C)cc1,-0.1,7,0.1,1,-0.6,-3.9,1.6,-1,-1,7,-1
O=S(=O)(c1ccccc1)N1CC1c1ccccc1 (stereo not drawn),0.4,1,0.1,7,-0.8,3.0,1.2,2,1,5,3
O=Cc1cn(Cc2ccccc2[N+](=O)[O-])c2ccccc12,-1.0,-4,-0.7,1,-1.9,-1.9,-1.7,2,-1,1,-3
CC(O)CNc1ccc([N+](=O)[O-])c2cccnc12 (stereo not drawn),-4.0,0,-0.9,-3,-1.4,-1.1,0.7,1,-22,-2,7
O=C(CCC(=O)N1CC2C[C@@H](C1)Cn1c2cccc1=O)NCCc1ccccc1F,0.8,5,-0.1,2,-0.9,1.1,2.0,-1,4,6,-2
COc1ccc(C(=O)N2CCOCC2)cc1S(=O)(=O)N1CCC(C)CC1,-0.1,2,-0.1,-4,-1.6,-0.8,-0.9,-4,5,-1,5
O=C(Cc1ccccc1)N1CCN(Cc2cccc(Cl)c2)CC1,-2.5,1,-0.2,1,-1.4,-0.9,0.2,-5,5,-2,-8
Cc1cc(S(=O)(=O)NCC(C)C)ccc1OCC(=O)N1CCN(Cc2ccccc2)CC1,-2.5,3,-2.5,-1,-1.6,-4.4,-1.9,0,2,4,1
COc1ccc(CCN(C)Cc2c(F)cccc2F)cc1OC,-1.1,-2,-1.1,-2,-1.0,-1.4,-0.4,-5,-1,-1,3
Clc1ccc(NC2=NCCCS2)cc1Cl,-0.7,1,-0.2,2,-1.2,1.7,-0.5,-1,0,0,0
COc1ccc(CCN)cc1O,-0.6,-1,-0.7,-2,-1.4,-1.5,0.5,-3,-3,1,-9
COC(=O)C1=C(c2ccc(S(C)(=O)=O)cc2)C[C@@H]2CC[C@H]1N2C(=O)NCCNC(C)=O,1.0,8,0.4,0,-0.7,1.9,1.4,-3,7,2,-2
C[C@]12CCC(=O)C=C1C=C[C@@H]1[C@@H]2CC[C@@]2(C)[C@H]1CC[C@@]2(O)CCC(=O)O,-1.4,-1,1.5,-4,-0.9,0.3,0.6,-6,0,-5,-4
Cc1cc(C=O)c(C)n1CC1CCCO1 (stereo not drawn),1.6,-2,-1.1,-2,-1.1,3.0,-0.1,-2,-2,1,2
CS(=O)(=O)CCN1CC2CCCC(C2)C1,-0.8,-1,-0.9,-4,0.4,0.0,1.0,0,3,4,-4
CN1/C(=C\C=C2C(=O)NC(=O)NC2=O)C(C)(C)c2ccccc21,-1.3,-6,0.1,3,-1.6,-0.7,0.3,7,-20,-3,20*
CN(C)P1(N(C)C)=Nc2c(c(N)nn2C)C(c2ccccc2)=N1,1.9&1.0,9&0,-0.1&0.4,1&1,-1.3&-1.2,5.5&-0.8,1.0&0.5,-4&0,4&-6,-1&1,3&-4
C1=C(c2c[nH]c3ccccc23)CCNC1,2.4,-18,-0.3,0,-0.4,1.1,nt,-8,-1,-26,-1
CCCCC1(CCC)C(=O)NC(=S)NC1=O,1.3,3,-0.3,-3,-1.4,-4.8,0.0,-3,5,-2,6
CCOC(=O)c1cccc(C2=C(CNC(=O)c3ccc([N+](=O)[O-])cc3)[C@H]3CC[C@@H](C2)N3Cc2ccccc2)c1,0.7,0,-0.3,1,-1.8,1.3,0.5,5,0,5,4
CCOC(C(=O)OCCCN(CC)CC)(c1ccccc1)c1ccccc1,-1.0,6,0.1,0,-1.0,1.1,1.2,2,-2,-1,2
O=S(=O)(NC1CN2CCC1CC2)c1ccc(Cl)cc1 (stereo not drawn),-0.5,4,0.0,-5,-0.7,0.1,1.4,1,-1,-4,-3
COC(=O)c1cc2c(s1)=NC=NP=2(N1CCOCC1)N1CCOCC1,0.2&-0.3,1&1,-0.7&0.5,-4&-1,-1.0&-1.4,-0.8&2.2,-0.2&1.3,-11&-11,1&3,-1&2,2&-1
Cc1c(N=Nc2c(O)n(C)c(=O)n(C)c2=O)c(=O)n(-c2ccccc2)n1C,-1.4,3,-0.2,-5,-1.8,1.6,1.2,-5,5,-12,5
Cc1nc2ccccc2c(=O)n1-c1cc([N+](=O)[O-])cc([N+](=O)[O-])c1,-1.6,3,-0.8,2,-1.3,-2.3,1.9,-1,1,-2,-2
COC(=O)C1=C(c2cccc(OC)c2OC)C[C@@H]2CC[C@H]1N2C(=O)NCc1cccc2ccccc12,-1.1,5,-0.2,1,-1.7,-1.7,-0.1,0,-2,1,-1
Cc1c(P(=S)(c2ccccc2)c2ccccc2)[n+]2ccccc2n1C,-1.7&1.5,0&0,-1.0&-0.6,0&-4,-1.7&-1.2,4.0&-2.3,0.6,-5&-2,-6&-3,-1&1,-3&-1
CCC(=NCCCN(CC)CC)c1c(O)n(-c2ccccc2)c(=O)[nH]c1=O,0.2,0,-0.1,3,-1.5,0.8,0.1,-3,1,0,4
Cc1cc(C=C2C(=O)N(C)C(=S)N(C)C2=O)c(C)n1-c1ccncc1,2.6,-17,0.1,-1,-1.1,-0.9,nt,-6,0,-24,1
O=C(NCC1=C(c2ccc3ccccc3c2)C[C@@H]2CC[C@H]1N2Cc1ccco1)c1cccnc1,0.1,-3,1.2,-1,0.2,1.9,0.3,-2,1,-1,-1
CCCC1(CC(C)C)C(=O)NC(=S)NC1=O,-1.9,3,-1.1,-5,-1.6,-2.1,-0.1,-4,0,1,2
Nc1ccc(S(=O)(=O)N2CCCCC2c2cccnc2)cc1 (stereo not drawn),-0.6,5,0.8,-2,-1.2,-2.6,-1.4,-1,-4,-1,-10

# Source: PubChem BioAssay

# Only part of the results is shown; rates above refer to the full screens.
